From PubChem BioAssay
Platelet DG rel: inhibitors of platelet dense granule secretion, primary screen, cell-based, MLPCN, human platelets. human platelet-rich plasma, SFLLRN dense granule ATP release, luminescence. inhibition, %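 (compounds screened at 7.5 µM in platelet-rich plasma)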. 300,000 compounds, 0.22% hits. AID 1663, 2009;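 active = mean replicate score, as percent of positive control, at or above 50; inconclusive = mean below 50 but at least one replicate at or above 50; inactive = mean and every replicate below 50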
AI-2 QS mod: Vibrio harveyi AI-2 quorum sensing modulators, primary screen, JMH597 strain, luminescence/OD600 ratio | Vibrio harveyi JMH597 AI-2 luminescence/OD600 ratio, 9 h; active compounds read low; strain lacks LuxN and CqsS sensors; 0 = neutral-control median | 300,000 compounds, 0.4% hits | activity change, % at 7.5 µM; in the data active = activity change below about -75%, passing the limit was not always enough; inconclusive = no clear call, values can overlap the other calls;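 note: luminescence divided by OD600 gain over 9 h not by final OD600 alone; inactives centre near 13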
SKKanGAS inh: S. pyogenes SKKanGAS growth inhibitors in kanamycin, primary screen, streptokinase expression inhibitor project, SKKanGAS strain, BacTiter-Glo luminescence; AID 1662, 2009; 300,000 compounds, 1.3% hits; inhibition, % at 7.5 µM; 6 h;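 active = mean replicate score, as percent of positive control median, at least 50; inconclusive = mean below 50 but one replicate at or above 50; inactive = mean and every replicate below 50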;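 note: strain carries kanamycin resistance gene driven by streptokinase promoter and grows in 40 µg/ml kanamycin; loss of luminescence reflects streptokinase promoter inhibition or plain growth inhibition; 0% = median of DMSO wells and 100% = positive control at its reference dose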
HSF-1 act: HSF-1 activators, primary screen, NIH3T3-HGL cells, MG132 stress, luminescence, single point; AID 504408, 2011; NIH3T3-HGL HSF-1 luciferase reporter, 8 h; 100% = twice DMSO control signal; 300,000 compounds, 1.7% hits; activation, % at 9 µM;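 active = mean replicate activation of at least 50% with a set share of replicates each reaching 50%; inconclusive = only one of those two conditions met; inactive = mean below 50% and too few replicates reaching it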;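 note: 0% = median of the neutral control wells and 100% = twice that signal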
HIF activator: HIF pathway transcriptional activators, primary screen, cell-based, U2OS HRE-luciferase, luminescence; U2OS HRE-luciferase reporter; normalized: DMSO 0%, desferrioxamine 100%; activation, % at 7.5 µM (by protocol); 300,000 compounds, 0.32% hits; AID 1910, 2009;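 active = mean activation of at least 10% of the iron chelator positive control signal, with at least half of replicates also reaching 10%; inconclusive = mean and replicate majority disagree about reaching 10%; inactive = mean and most replicates under 10%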
HSP90 inh: HSP90 inhibitors, primary screen, cell lysate, luminescence; Heat shock protein HSP 90 (rabbit reticulocyte lysate; luciferase refolding); Rabbit reticulocyte lysate, luciferase refolding luminescence, 3 h; inhibition, % at 5.6 µM; 290,000 compounds, 0.91% hits; AID 1789, 2009;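 active = inhibition above the screen-wide mean plus 3 SD, computed separately per campaign, cut at about 16% in these data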;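 note: 0% = DMSO wells and 100% = 60 µM geldanamycin wells; inhibitors lower the luminescence because luciferase stays unfolded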
KLF5 inhibitor: KLF5 expression inhibitors, primary screen, DLD-1 cells, luminescence; inhibition, % at 5 µM; 290,000 compounds, 0.23% hits; DLD-1 KLF5 promoter-luciferase reporter;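 active = inhibition above a per-plate limit of that plate's mean compound inhibition plus 3 SD, cut at about 60% in these data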;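 note: 0% = DMSO wells and 100% = LY294002 at 200 µM; higher means less KLF5 promoter-driven luciferase light; inactives centre near -14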
aSyn 5UTR inh: MLPCN primary screen, SNCA 5' untranslated region; alpha-synuclein 5'UTR reporter, inhibitor activity; inhibition, % (tested at 7.5 µM); 300,000 compounds, 0.82% hits; AID 1813, 2009; in the data active = inhibition above about 60%; inconclusive = no clear call, values can overlap the other calls;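 note: H4 neuroglioblastoma cells stably carrying SNCA 5'UTR luciferase fusion; 0% = DMSO wells and 100% = positive control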
HSF1 inh: HSF1 inhibitors in luciferase reporter cells, primary screen, cell-based, NIH3T3, luminescence; NIH3T3-HGL HSE-luciferase, MG132-induced, luminescence 8 h; active compounds read low; activity change, negative = inhibition, % at 7.5 µM (by protocol); 300,000 compounds, 0.77% hits;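 active = more than half of replicate wells show activity change below -50%, luminescence cut by over half; inconclusive = some wells, but at most half, below -50%; inactive = no replicate well below -50%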;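 note: luciferase reports HSF-1 transcriptional activity via heat shock element; 0% = median of DMSO wells and -100% = zero luminescence signal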
IEC-6 cytotox: cytotoxicity in IEC-6 intestinal epithelial cells, primary screen, cytotoxicity control for KLF5 inhibitor project, cell-based, luminescence; inhibition, % at 5 µM; IEC-6 cytotoxicity, luminescence viability; 290,000 compounds, 0.78% hits; in the data active = inhibition above about 22%;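 note: 0% = plate median of test compound wells and 100% = cytotoxic reference compound wells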
Starred values were filed as active, the others as inactive; u = inconclusive; x = not tested or not shown.

SMILES	Platelet DG rel	AI-2 QS mod	SKKanGAS inh	HSF-1 act	HIF activator	HSP90 inh	KLF5 inhibitor	aSyn 5UTR inh	HSF1 inh	IEC-6 cytotox
CC(=O)Nc1ccc(/C=N/NC(=O)c2cc3ccccc3nc2C)cc1	2	4	1	5	-0.6	-1	0	-9	-8	-13
CN(C)c1ccccc1C(=O)N1CCCC(Nc2ccc(F)cc2)C1 (centres undefined)	-6	-11	-1	18	-0.6	-3	-24	-7	4	6
CC(C)(CO)C(O)C(=O)NCCC#N (centres undefined)	2	31	1	4	0.0	0	-12	1	-6	-2
CCCCCc1cc(=O)oc2c(C(CCN(CC)CC)c3ccc(N(C)C)cc3)c(OC)cc(OC)c12 (centres undefined)	-3	9	7	7	-0.8	x	x	35	5	x
Cc1ccc(S(=O)(=O)Nc2nc3ccccc3nc2NCc2ccco2)cc1C	3	33	31	5	0.2	-2	-35	10	-2	-1
COc1ccc2nc(N3C(=O)C(O)=C(C(=O)c4ccco4)C3c3ccccc3OC)sc2c1 (centres undefined)	2	20	28	22	1.7	2	6	-114	19	-1
O=C(O)c1cc(Cl)ccc1-c1ccc(/C=C/c2cc(C(F)(F)F)[nH]c(=O)n2)o1	-1	24	7	-5	-0.4	1	-51	-17	11	-12
COc1cc(CO)cc(Br)c1OCC(=O)O	11	28	2	7	-0.2	2	-24	-24	3	-4
CC1=C(C(=O)Nc2ccccc2C)C(c2ccc(C)o2)C2=C(CCCC2=O)N1 (centres undefined)	2	11	-3	21	-0.1	-1	-32	-18	7	-6
CCN1CCN(C(=O)CCc2nc3ccccc3n2-c2ccccc2)CC1	-6	14	-7	7	0.1	-3	-27	12	-8	2
CN(C)CCN(C(=O)c1ccc(Br)s1)c1nc2cc3c(cc2s1)OCCO3	0	24	7	x	x	-1	-35	-72	x	-5
CCOC(=O)c1cccc(NC(=O)C2CCCN(c3nnc(N4CCCC4=O)s3)C2)c1 (centres undefined)	1	16	0	3	0.0	-2	-21	-24	3	1
Cc1cc(C)n(S(=O)(=O)c2cccc(Cl)c2Cl)n1	2	1	6	20	0.0	3	-32	17	-2	4
COC(=O)C(CC(C)C)NC(=O)c1ccc([N+](=O)[O-])c(C)c1 (centres undefined)	11	2	2	-19	-0.3	2	1	9	-6	-4
CC1CCCN(c2ccc(C(=O)NCc3ccccc3)cn2)C1 (centres undefined)	1	22	13	18	1.4	3	-23	-103	14	-1
CC1(C)CC(=O)N(c2ccc(Cl)c(Cl)c2)C(=O)C1	-4	8	3	-3	-0.5	0	-33	-2	8	-1
O=C(CCc1ccccc1)Nc1ccccc1[N+](=O)[O-]	3	-5	4	20	8.5	0	-41	-83	12	-6
Cc1ccsc1/C=N/NC(=O)Cn1cnc2ccccc21	1	-7	3	-21	-0.2	-2	-11	-4	-8	-3
S=c1[nH]nc(-c2ccc3ccccc3n2)n1-c1ccc(Cl)cc1	-22	19	-10	17	-0.6	2	7	-5	7	6
CC(=O)Nc1ccc(S(=O)(=O)Nc2cc(C)cn(Cc3ccc(C)cc3)c2=O)cc1	2	8	3	29	0.2	1	-45	-22	2	8
CCC(=O)N1CC2(C)CN(C(=O)CC)CC(C)(C1)C2	1	23	-4	12	0.2	2	10	-14	-5	-7
COc1ccc(C(=O)CSc2nncn2C)cc1	-13	9	1	1	22*	1	-46	-1	7	-3
CCc1ccc(C(=O)NNc2ccc(F)cc2)cc1	2	-19	-6	1	0.3	-3	8	-20	8	-4
CC1CCN(CC(=O)Nc2ccc(S(=O)(=O)N3C(C)CCCC3C)cc2)CC1 (centres undefined)	-3	6	-3	5	-6.0	-2	-29	-6	11	4
CCC(=O)N1CCc2cc(S(=O)(=O)CCC(=O)NCc3cccc(OC)c3)ccc21	-6	21	0	-2	0.2	1	-9	-5	3	1

(continued)
SMILES	Platelet DG rel	AI-2 QS mod	SKKanGAS inh	HSF-1 act	HIF activator	HSP90 inh	KLF5 inhibitor	aSyn 5UTR inh	HSF1 inh	IEC-6 cytotox
Cc1nn(-c2ccc(Br)cc2)c(=O)c2ccccc12	-6	1	-1	28	3.0	0	-77	-113	15	11
CCCCCCC1CC(=O)NC(=O)N1 (centres undefined)	-3	24	30	-3	-0.1	6	-10	-1	2	5
Cn1c(NCc2ccco2)nc2c1c(=O)n(Cc1ccc(Br)cc1)c(=O)n2C	10	-1	40	-7	0.3	8	9	31	20	-1
CCN(CC)S(=O)(=O)c1ccc2oc(Nc3ccc(OC)cc3)nc2c1	3	50	-8	-5	0.2	-2	-27	1	2	4
CCOC(=O)N1CCN(S(=O)(=O)CCNC(=O)c2ccc(F)cc2)CC1	4	23	0	4	0.0	x	x	9	-2	x
FC(F)(F)c1nnc(-c2ccccc2)nc1N1CCCC1	-1	27	-20	24	0.1	-1	-9	-1	1	0
CCn1c(=S)[nH]c2sc3c(c2c1=O)CCCCC3	6	6	15	5	0.1	-5	-3	9	-2	-4
CCOC(=O)C1CCN(C(=O)Nc2cccc(Cl)c2)CC1	4	21	-1	8	0.4	4	12	18	-1	-1
O=C1C2N=NN(CC(=O)N3N=C(c4ccccc4)CC3c3ccc([N+](=O)[O-])cc3)C2C(=O)N1c1ccccc1 (centres undefined)	2	15	2	2	0.3	1	-15	10	4	-2
CCN(Cc1ccccc1)Cc1ccc(OCc2ccccc2)c(OC)c1	0	18	3	5	0.9	-1	-20	-22	6	-2
CCn1ncc(Br)c1C(=O)Nc1ccc(OC(F)(F)F)cc1	2	25	3	8	0.1	-7	-28	-13	3	-2
COCCn1c(Cc2ccccc2)nnc1SCC(=O)NC1CCCCC1	-15	4	-2	7	0.1	0	-2	11	3	0
CN1CCc2c(sc3c2c(=O)n(-c2ccccc2)c2nnc(SCc4ccccc4)n32)C1	-5	3	3	24	-0.4	6	8	-4	5	-3
COCCNC(=O)Cn1cc(/C=C(\C#N)C(=O)NC2CC2)c2ccccc21	3	19	0	-4	0.6	-2	-12	6	5	-4
O=C(C1CCCN(S(=O)(=O)c2ccccc2)C1)N1CCN(c2ncccn2)CC1 (centres undefined)	-4	16	1	0	-0.4	4	11	-3	3	-1
COc1cccc(N(CC(=O)Nc2ccccc2C(=O)N2CCCC2)S(C)(=O)=O)c1	0	35	-4	-8	0.9	1	-51	-7	0	10
CC(=O)Nc1ccc(C(=O)n2cnc3cc(C)c(C)cc32)cc1	6	12	-7	-18	0.2	2	0	-16	-6	2
COc1ccc(Nc2n[nH]c(C)c2[N+](=O)[O-])cc1	-11	0	-10	28	1.5	-5	-69	-102	15	6
Cc1cc(=O)[nH]c(N=N/C(=N/Nc2ccccc2C)c2ccccc2)n1	1	9	12	-10	1.6	7	-28	82*	-5	2
COc1ccc(S(=O)(=O)N2CCCN(S(=O)(=O)c3ccc(OC)cc3C)CC2)c(C)c1	-5	13	-12	-3	x	-3	-6	-7	-3	-1
Fc1ccc(CN2CCN(c3ncccn3)CC2)cc1	3	7	-3	9	0.2	3	1	20	-1	-5
C#CCN1C(=O)C(O)(CC(=O)c2cccc(OC)c2)c2ccccc21 (centres undefined)	6	6	0	-9	0.1	1	8	-5	7	3
CCOC(=O)c1cc(NC(=O)c2cccs2)ccc1N1CCOCC1	13	7	16	31	0.5	3	-10	-15	2	-2
CC1(C)CC(=O)C(=CN2CCOCC2)C(=O)C1	0	19	-4	-7	0.2	2	-15	-27	-1	1
CN(C)Cc1nc2ccccc2c(=O)n1CC(=O)Nc1cccc(S(=O)(=O)N2CCOCC2)c1	-2	16	13	-6	0.2	4	0	-16	-1	8

aSyn 5UTR inh, entries above that show a hit
| compound | Platelet DG rel | AI-2 QS mod | HSF-1 act | HSP90 inh | KLF5 inhibitor | aSyn 5UTR inh | HSF1 inh |
| --- | --- | --- | --- | --- | --- | --- | --- |
| Cc1cc(=O)[nH]c(N=N/C(=N/Nc2ccccc2C)c2ccccc2)n1 | 1 | 9 | -10 | 7 | -28 | 82* | -5 |

(further entries)
SMILES	Platelet DG rel	AI-2 QS mod	SKKanGAS inh	HSF-1 act	HIF activator	HSP90 inh	KLF5 inhibitor	aSyn 5UTR inh	HSF1 inh	IEC-6 cytotox
CC1CCN(CCc2nc3cc(NC(=O)C(C)C)ccc3n2C)CC1	7	10	-1	-10	-1.2	-2	-5	-5	-12	5
c1ccc(-c2cn3c4c(sc3n2)CCCC4)cc1	1	-9	-2	20	x	33*	-134	117*	36	15
COC(=O)/C=C1\C(=O)N(c2nc3ccccc3s2)C(=S)N1c1ccc(F)cc1	16	15	u	17	1.0	1	-8	-175	9	-6
COc1ccc(C(CNC(=O)c2ccc(S(=O)(=O)Nc3ccc(F)cc3)cc2)N(C)C)cc1 (centres undefined)	12	29	-2	-6	-0.4	2	-36	10	1	13
CN(C)S(=O)(=O)c1cccc(NC(=O)COC(=O)COc2ccccc2[N+](=O)[O-])c1	4	4	-2	2	-1.0	-2	4	-16	-3	-6
COc1cccc(CNC(=O)C2CCCN(c3nn4c(=O)cc(C)nc4s3)C2)c1OC (centres undefined)	1	14	5	11	-0.5	4	-7	10	-7	0
COCC(=O)NCCNc1nc2ccc(C)cc2cc1C	2	20	1	4	-6.0	-2	-51	20	-7	0
Cc1[nH]n(-c2ccccc2)c(=O)c1C=Nc1ccc(S(=O)(=O)N=C(N)N)cc1	4	25	-9	1	0.0	-1	-20	-11	-7	-3
CS(=O)(=O)Nc1ccc(C(=O)NCc2cccnc2)cc1	1	8	3	7	-0.3	0	7	-12	-7	-1
Nc1nonc1N/N=C/c1c(O)ccc2ccccc12	-6	18	22	62*	-0.4	4	-38	-27	26	10
Cc1cccc(OCC(=O)NCC(=O)N/N=C/c2cc(Br)ccc2OCc2ccccc2)c1	12	11	11	16	1.0	1	8	-32	10	-4
CC1(C)CC(=O)c2cnc(NC3CC3)nc2C1	-8	-7	-12	9	0.3	-1	-7	3	0	4
O=C(NCCN1CCCCC1)c1ccc(Oc2cc(Cl)cc(Cl)c2)o1	8	4	6	-5	-0.3	3	-15	-12	0	-2
CCOC(=O)C1(C(F)(F)F)N=C(c2cccnc2)OC(N2CCCCC2)=N1 (centres undefined)	-6	6	-3	-6	-0.2	3	-1	14	1	8
COc1ccc(CC(=O)Nc2ccc(S(=O)(=O)Nc3nccc(C)n3)cc2)cc1	-2	-24	11	-2	-0.6	2	-37	-9	-8	2
Cc1ccccc1NC(=O)NCc1ccc2c(c1)OCO2	0	0	4	20	0.2	0	-30	-15	15	-3
COc1ccccc1NC(=S)N(Cc1cccnc1)Cc1ccco1	15	2	-15	38	-1.1	3	-7	8	2	-9
COc1cc(OC)c(NS(=O)(=O)c2ccc3c(c2)NC(=O)CO3)cc1Cl	6	8	2	-9	0.6	-1	-25	3	2	-3
